# RGS8-Gao: human RGS8-Galphao interaction regulation. actives 0.34% (n = 220,000). response (percent of control binding), % at 10 µM. multiplexed bead flow cytometry, RGS8-Galphao binding; actives lie on both sides. P09471; in the data active means response below about 60% or above about 140%; inactive means in between;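 further: Galphao activated as the GDP aluminium fluoride complex binding bead-coupled RGS8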
# Target sequence (P09471 whole entry, looked up): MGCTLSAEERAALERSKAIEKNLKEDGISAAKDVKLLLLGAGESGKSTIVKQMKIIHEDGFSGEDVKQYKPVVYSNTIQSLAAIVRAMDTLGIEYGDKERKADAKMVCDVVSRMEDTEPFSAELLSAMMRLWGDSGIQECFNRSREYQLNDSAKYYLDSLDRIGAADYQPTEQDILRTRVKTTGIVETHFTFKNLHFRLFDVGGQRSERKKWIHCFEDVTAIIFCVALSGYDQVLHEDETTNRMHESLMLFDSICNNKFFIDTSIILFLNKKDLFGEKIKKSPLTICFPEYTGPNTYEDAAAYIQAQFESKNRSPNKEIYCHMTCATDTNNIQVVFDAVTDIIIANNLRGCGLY
# RGS4-Gao reg: modulates binding of RGS4 to human Galphao | P09471 | binding response (% of control), % at 10 µM | actives 0.33% (n = 220,000) | Multiplexed bead flow cytometry; actives lie on both sides; in the data active means binding response below about 49% or above about 150%; inactive means in between;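 further: fluorescent Galphao activated with aluminum fluoride binding bead-coupled RGS4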
# RGS7-Gao: human RGS7-Galphao interaction regulation; P09471; Multiplexed bead flow cytometry, RGS7-Galphao binding; actives lie on both sides; binding response (% of control), % at 10 µM; actives 0.35% (n = 220,000); in the data active means binding response below about 49% or above about 150%; inconclusive means no clear call, values can overlap the other calls; inactive means in between;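 further: fluorescent Galphao held in activated GDP-AlF4 state binding bead-coupled RGS7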
# Mcl1 Bid PPI: Mcl-1/Bid interaction inhibition; Q07820; TR-FRET Mcl-1/Bid-Dy647 peptide binding, 1536-well; inhibition, % at 21.7 µM; actives 0.97% (n = 220,000);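 active means compounds that cut the binding signal by more than half at the single screening dose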;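 further: His-tagged Mcl-1 with europium anti-His antibody binding Bid BH3 peptide; 0% = Mcl-1 plus peptide wells and 100% = peptide-only wells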
# Starred values were filed as active, the others as inactive; ? = inconclusive; · = no result given. A portion of the library; count on the stated rates, not on these rows.
entry | RGS7-Gao | Mcl1 Bid PPI | RGS8-Gao | molecule | RGS4-Gao reg
1 | · | -10 | 101 | NC(=O)C1CCN(Cc2nc3cc(C(F)(F)F)ccc3c(=O)[nH]2)CC1 | 105
2 | ? | 2 | 106 | CNc1nnc(Sc2ncccc2[N+](=O)[O-])s1 | 111
3 | ? | -134 | 100 | CC(C)CCN(C(=S)Nc1cccc(C(F)(F)F)c1)C(C)c1ccccn1 (stereo not given) | 96
4 | ? | -55 | 101 | CN(C)c1ccc(-c2nc3ccccc3c(=O)[nH]2)cc1 | 101
5 | ? | 3 | 100 | O=C1C2CC=CCC2C(=O)N1Cc1nnc(-c2ccccc2Br)o1 (stereo not given) | 95
6 | ? | -225 | 103 | CC(C)Oc1ccc(CCC(=O)NNC(=S)NCc2ccccc2)cc1 | 103
7 | 100 | 44 | 100 | OCCN1CCN(C2Cc3cc(Cl)ccc3Sc3ccc(Cl)cc32)CC1 (stereo not given) (tested in a mixture with another compound) | 105
8 | ? | -16 | 100 | COC(=O)c1cc(C)cc(=O)o1 | 99
9 | ? | -34 | 100 | C(=C\c1ccccc1)/C=N/Nc1ccc2nncn2n1 | 97
10 | ? | 6 | 103 | NNC(=O)c1ccc(CSc2n[nH]c(=O)[nH]c2=O)cc1 | 101
11 | ? | -47 | 103 | CC(=O)Nc1ccc(S(=O)(=O)NC(C(=O)O)C(C)O)cc1 (stereo not given) | 100
12 | ? | -17 | 98 | NC(=S)Nc1cc(Cl)cc(Cl)c1 | 98
13 | ? | -1 | 113 | N#Cc1cc2c(nc1Cl)CCC2 | 116
14 | ? | -17 | 102 | CCOC(=O)/C=C/C(=O)N1CCN(C(=O)/C=C/C(=O)OCC)CC1 | 102
15 | ? | -14 | 99 | N#C/C(=C\c1ccc(OC(F)F)cc1)C(=O)N1CCCCC1 | 93
16 | ? | -20 | 108 | CC(=O)N1CCN(c2ccnc3cc(Cl)ccc23)CC1 | 103
17 | ? | -29 | 98 | CCCCCCN=C1CC(C)(C)CC(=O)/C1=C(/O)CCC | 94
18 | ? | -57 | 99 | CC(C)=NNc1nc2c(c(=O)n(C)c(=O)n2C)n1C | 104
19 | ? | 0 | 100 | O=C(N/C(=C/c1cccnc1)C(=O)N1CCOCC1)c1ccccc1F | 104
20 | ? | -40 | 91 | COc1cc(OC)cc(C(=O)NCCSc2c[nH]c3ccccc23)c1 | 89
21 | ? | -16 | 104 | O=C(COC(=O)c1ccc[nH]c1=O)Nc1ccc2c(c1)OC(F)(F)O2 | 105
22 | ? | -2 | 99 | NS(=O)(=O)c1ccc(NC(=O)Nc2ccccc2)cc1 | 96
23 | ? | -15 | 101 | CCCCNc1nc2c(-c3ccccc3)nnn2c2ccccc12 | 97
24 | ? | -39 | 97 | COc1cccc(NC(=O)/C=C/c2ccc([N+](=O)[O-])cc2)c1 | 107
25 | ? | -47 | 101 | O=C(O)COc1ccccc1/C=C1\SC(=S)N(c2cccnc2)C1=O | 104

# Grouped by structure: those above containing an aryl methoxy group (2)
entry | RGS7-Gao | Mcl1 Bid PPI | RGS8-Gao | molecule | RGS4-Gao reg
20 | ? | -40 | 91 | COc1cc(OC)cc(C(=O)NCCSc2c[nH]c3ccccc23)c1 | 89
24 | ? | -39 | 97 | COc1cccc(NC(=O)/C=C/c2ccc([N+](=O)[O-])cc2)c1 | 107

# Further compounds.
entry | RGS7-Gao | Mcl1 Bid PPI | RGS8-Gao | molecule | RGS4-Gao reg
26 | ? | -178 | 102 | S=c1[nH]c2cc(-c3ccccc3)ccc2o1 | 101
27 | ? | -13 | 100 | CCN1CCOC(CC(=O)Nc2ccc([N+](=O)[O-])cc2)C1=O (stereo not given) | 103
28 | ? | -5 | 104 | CCCN(Cc1cc2cc(C)ccc2[nH]c1=O)C(=O)c1ccccn1 | 105
29 | ? | -28 | 102 | CC(C)OP(=O)(CCP(=O)(OC(C)C)OC(C)C)OC(C)C | 100
30 | ? | 8 | 96 | O=C(O)c1cc(-c2ccco2)nc2cc3ccccc3cc12 | 96
31 | ? | -13 | 100 | Cc1cc(C)c2c3c(sc2n1)C(=O)N(c1ccccc1C)CC(=O)N3 | 103
32 | ? | -56 | 102 | O=C(Nc1c(S(=O)(=O)c2ccc(Cl)cc2)csc1Br)c1ccccc1Cl | 104
33 | ? | -21 | 99 | O=C(CSc1ccccc1)NC1=NCCS1 | 102
34 | ? | -27 | 100 | Cc1cc(C(=O)NNC(=O)Nc2ccccc2)no1 | 100
35 | ? | 6 | 104 | CC(C)(C)SCCNS(=O)(=O)c1ccc(C#N)cc1 | 105
36 | ? | -2 | 102 | CCOC(=O)Cc1csc(NC(=O)Cc2ccc(Br)cc2)n1 | 104
37 | ? | -2 | 100 | NS(=O)(=O)c1ccc(NC(=O)Nc2ccc(S(N)(=O)=O)cc2)cc1 | 97
38 | ? | -50 | 103 | c1ccc(CNc2c3c(nc4ncnn24)CCC3)cc1 | 100
39 | ? | -10 | 100 | O=C(NCCN1CCOCC1)C(Sc1ccccc1)c1ccccc1 (stereo not given) | 96
40 | ? | 24 | 100 | O=C(CCn1cccc(C(F)(F)F)c1=O)Nc1cccc(C(F)(F)F)c1 | 100
41 | ? | 7 | 99 | CNC(=O)CCN(Cc1ccco1)S(=O)(=O)c1ccc(OC)c(OC)c1 | 100
42 | ? | -25 | 100 | COc1ccc2[nH]c(C(=O)O)c(NC(=O)c3ccccc3[N+](=O)[O-])c2c1 | 99
43 | ? | -76 | 102 | Cc1ccc(CN2CCN(/N=C/c3ccccc3)CC2)cc1 | 102
44 | ? | -7 | 97 | Cn1c(=O)c(=O)n(C)c2cc(S(=O)(=O)N3CCCC3C(=O)NCc3cccnc3)ccc21 (stereo not given) | 100
45 | ? | -67 | 102 | Cc1ccc(OCCC(=O)N2CCN(c3ccc(O)cc3)CC2)cc1 | 103
46 | ? | -25 | 99 | O=C(CSc1ncnc2nc[nH]c12)c1ccc([N+](=O)[O-])cc1 | 99
47 | · | -22 | 95 | C/C(=N\Nc1nc2ccccc2nc1C)c1ccccc1O | 87
48 | ? | -13 | 100 | N#Cc1c(NC(=O)c2ccc(Br)o2)n(-c2ccccc2)c2nc3ccccc3nc12 | 116

# Six compounds already listed, arranged by their value in RGS8-Gao, high to low.
entry | mol | RGS7-Gao | Mcl1 Bid PPI | RGS8-Gao | RGS4-Gao reg
28 | CCCN(Cc1cc2cc(C)ccc2[nH]c1=O)C(=O)c1ccccn1 | ? | -5 | 104 | 105
26 | S=c1[nH]c2cc(-c3ccccc3)ccc2o1 | ? | -178 | 102 | 101
1 | NC(=O)C1CCN(Cc2nc3cc(C(F)(F)F)ccc3c(=O)[nH]2)CC1 | · | -10 | 101 | 105
27 | CCN1CCOC(CC(=O)Nc2ccc([N+](=O)[O-])cc2)C1=O (stereo not given) | ? | -13 | 100 | 103
41 | CNC(=O)CCN(Cc1ccco1)S(=O)(=O)c1ccc(OC)c(OC)c1 | ? | 7 | 99 | 100
12 | NC(=S)Nc1cc(Cl)cc(Cl)c1 | ? | -17 | 98 | 98

# In the list so far, six contain an aryl thioether with sulfur outside any ring:
entry | RGS7-Gao | Mcl1 Bid PPI | RGS8-Gao | molecule | RGS4-Gao reg
2 | ? | 2 | 106 | CNc1nnc(Sc2ncccc2[N+](=O)[O-])s1 | 111
10 | ? | 6 | 103 | NNC(=O)c1ccc(CSc2n[nH]c(=O)[nH]c2=O)cc1 | 101
20 | ? | -40 | 91 | COc1cc(OC)cc(C(=O)NCCSc2c[nH]c3ccccc23)c1 | 89
33 | ? | -21 | 99 | O=C(CSc1ccccc1)NC1=NCCS1 | 102
39 | ? | -10 | 100 | O=C(NCCN1CCOCC1)C(Sc1ccccc1)c1ccccc1 (stereo not given) | 96
46 | ? | -25 | 99 | O=C(CSc1ncnc2nc[nH]c12)c1ccc([N+](=O)[O-])cc1 | 99

# Assay outcomes from PubChem.
